14-3-3 PPI – modulators of 14-3-3 gamma protein binding, primary screen, biochemical, fluorescence polarization; FP, 14-3-3gamma / TMR-pS259-Raf peptide binding; inhibition, % at 40 µM; hit rate 0.19% among 160,000; AID 422, 2006; in the data active = inhibition above about 30%;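 note: 0% = protein plus tracer without compound and 100% = blank with tracer alone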
Target sequence (P61981 whole entry, looked up): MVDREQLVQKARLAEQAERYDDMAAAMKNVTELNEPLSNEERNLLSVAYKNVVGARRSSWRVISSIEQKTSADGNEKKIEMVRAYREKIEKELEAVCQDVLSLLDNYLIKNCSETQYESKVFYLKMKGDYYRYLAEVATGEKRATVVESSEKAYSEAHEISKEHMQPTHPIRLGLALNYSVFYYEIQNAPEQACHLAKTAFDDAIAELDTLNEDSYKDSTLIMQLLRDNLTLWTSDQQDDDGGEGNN
* = called active by the depositor; & = joins results of further samples.

14-3-3 PPI	SMILES
-1	CC1=NN(C(=O)C2c3ccccc3Oc3ccccc32)C(O)(C(F)(F)F)C1 (stereo unspecified)
-11	CN(C)S(=O)(=O)N1CCN(S(=O)(=O)N(C)C)CC1
-5	O=C(NCCN1C(=O)C2C3C=CC(C3)C2C1=O)N1CCCCC1 (stereo unspecified)
5	COc1ccc(OC)c(C(O)c2coc3ccc(O)c(CN4CCOCC4)c23)c1 (stereo unspecified)
-14	COc1cc(NS(C)(=O)=O)c(OC)cc1NC(=O)c1cccc(F)c1
-6	CC1=C(C(N)=O)C(c2ccc(Cl)cc2)n2nc(SCc3ccccc3F)nc2N1 (stereo unspecified)
-3	CCCOC(=O)c1cccc(NC(=O)COc2ccc(C)cc2Br)c1
3&4	CCC(CC)C(=O)Nc1cc(OC)c(OC)cc1C(=O)O
-5&-3	Cc1cccc(OCc2nc(-c3nonc3N)no2)c1C
-2	O=C(Cn1c(=O)c2sccc2n(Cc2ccccc2F)c1=O)NCCc1ccccc1
3	CC(=O)N1c2ccccc2CCc2ccc(N)cc21
-2	O=C(Nc1cccc(-c2nc3ccccc3s2)c1)c1ccc([N+](=O)[O-])cc1
-1	O=C(Nc1ccc2snnc2c1)N1CCN(c2ccccc2)CC1
-2	COc1ccc(NC(=O)Nc2ccccc2C(N)=O)cc1OC
-5	COc1cccc(CNc2nc3ccccc3n2CCN2CCCCC2)c1OC
-2	COc1ccc(-n2c(/C=C(\C)O)nc(=O)c3c(C)cc(C)nc32)cc1
0	COc1ccc(NC(=O)c2cn(-c3ccc(Cl)cc3)c(=O)c3ccccc23)cc1Cl
-280	Cc1ccc(NC(=O)c2cc3cc4ccc(Cl)cc4nc3o2)cc1F
-20	O=C1CCCN2N=C(SCC(=O)Nc3ccc([N+](=O)[O-])cc3)SC2=N1
-6	O=C(NCCc1ccc2c(c1)OCCO2)c1cc2ccccc2o1
-4	O=c1cc(CSc2nc3ccsc3c(=O)n2Cc2ccc3c(c2)OCO3)c2ccc(O)cc2o1
-3	CCCn1nnc(NCc2ccc(OCc3cccs3)c(OC)c2)n1
0	CCSc1nnc2c(n1)OC(c1cc(OC)c(OC)cc1Cl)Nc1ccccc1-2 (stereo unspecified)
0	CCC(Oc1ccccc1)C(=O)Nc1ccccc1OC (stereo unspecified)
-7	CC1CCN(C(=O)c2cccc(C(=O)N3CCC(C)CC3)c2)CC1
-40	Cc1ccc(-n2c(SCC(=O)Nc3ccc4c(c3)OCO4)nc3c(c2=O)SCC3)cc1
-3	Cc1ccc(Cl)cc1N1CCN(C(=O)c2cccn3c(=O)c4cc(Cl)ccc4nc23)CC1
4	N#CC1=C(N)Oc2nc(-c3ccccc3)[nH]c2C1c1cccnc1 (stereo unspecified)
-7	CCN1CCN(CC(=O)Nc2c(C(=O)OC)[nH]c3cccc(Cl)c23)CC1
-9	CC(C)(C)c1ccc(-c2nnc(SCC(=O)NCC3CCCO3)n2-c2ccccc2)cc1 (stereo unspecified)
-13	Cc1ccccc1-n1c(-c2ccc(F)cc2)cn2c3c(=O)n(C)c(=O)n(C)c3nc12
-3	O=C(CCSCc1ccccc1Cl)NC1CCCCCCC1
-5	O=[N+]([O-])c1ccc(N2CCCC2)c(S(=O)(=O)N2CCOCC2)c1
1	COc1ccc(C2CC(C(F)(F)F)n3nc(CO)c(Cl)c3N2)cc1OC (stereo unspecified)
-6	Cc1ccc(C(=O)CN2CCC(NC(=O)C3CCCCC3)CC2)cc1
-5	O=C(CN(C(=O)CCC(=O)Nc1nccs1)c1ccc(F)c(Cl)c1)NCc1ccco1
-7	O=C(O)CCC(=O)N1N=C(c2c(-c3ccccc3)c3cc(Cl)ccc3[nH]c2=O)CC1c1cccc([N+](=O)[O-])c1 (stereo unspecified)
1	Cc1ccccc1-c1noc(-c2c(-c3ccccc3Cl)noc2C)n1
3	CC(=O)Nc1ccc(S(=O)(=O)NC2=NCN(CCOC(=O)c3ccccc3)CN2)cc1
-2	COc1ccccc1C(=O)Nc1ccc(NC(=O)c2ccccc2)c(C)c1
-6	Cc1ccc(CN2C(=O)CSc3ccc(C(=O)NCc4ccco4)cc32)cc1
0&-16	O=C(NC1CC1)c1ccc(COc2ccc(F)cc2)o1
-50	OCCCN=C1CCCc2c1[nH]c1ccc(Cl)cc21
-5	CC(C)Sc1nnc(Cn2c(=O)sc3ccccc32)n1-c1ccccc1
-1	Cc1ccc(C(=O)N2CCc3ccccc3C2)cc1
-8	O=C(NCc1cccc(CNC(=O)c2ccco2)c1)c1ccco1
-3	C=CCN(C(=O)Cn1c(=O)n(-c2ccc(F)cc2)c(=O)c2sccc21)c1ccccc1
-5	O=C(Nc1ccc(I)cc1)c1ccc(Br)o1
-12	CCCCOc1cccc(C(=O)N(Cc2ccco2)C2CCS(=O)(=O)C2)c1 (stereo unspecified)
3	CCOC(=O)c1cnn2c(C(F)(F)F)cc(-c3ccccc3)nc12

The results go on.
14-3-3 PPI	SMILES
-7	COc1ccc(-c2cc(C(F)F)nc(-n3nc(C)cc3C)n2)cc1
-10	CCC1(CC)OC(c2ccc(N(C)C)cc2)Nc2ccccc21 (stereo unspecified)
-9	CC1CCCN(C(C(=O)Nc2ccc(C(C)C)cc2)c2ccc3c(c2)OCO3)C1 (stereo unspecified)
5	Cc1ccc(C)c(C(=O)Cc2cc3ccccc3oc2=O)c1
-8	CCOc1ccc(OC(=O)c2ccc(Br)o2)cc1
21	COc1ccc(CNC(=O)c2cc3cc4ccc(C)cc4nc3o2)c(OC)c1
-6	Cc1nn(-c2cc(N3CCOCC3)ccc2[N+](=O)[O-])c(=O)c2ccccc12
-7	O=C1C(C2(O)C(=O)Nc3ccccc32)CCCC1C1(O)C(=O)Nc2ccccc21 (stereo unspecified)
-9	O=C(CS(=O)(=O)c1cn(Cc2ccccc2Cl)c2ccccc12)N1CCCCCC1
-6	CCCN1CCN(CCCNC(=O)c2cc3c(=O)n(C)c4ccccc4c3n2C)CC1
-8	COc1ccc(-c2nc3ccccc3c(=O)n2CC(=O)Nc2ccc(C)cc2Br)cc1OC
-3	COc1cccc(CN2CCC(N3CC(C)OC(C)C3)CC2)c1OC (stereo unspecified)
-3	Cc1ccc(C(=O)N2CCCn3c2nc2ccccc23)cc1
-1	COc1ccc(C(=O)Nc2c3c(nn2-c2cccc(C)c2C)CS(=O)(=O)C3)cc1
-8	COC(=O)c1cc(Br)c(=O)n(-c2ccccc2OC)c1
5&-1	CCN1CCN(C(=O)C2c3cc(OC)c(OC)cc3C(=O)N3CCc4ccccc4C23)CC1 (stereo unspecified)
6	Cc1cc(C)n(-c2ccc(C(=O)Nc3nc4ccccc4s3)cc2)n1
-4&-8	Cc1ccc2ncnc(NCCCN3CCOCC3)c2c1
-3	Cc1cccc2cc(CN(Cc3ccco3)S(=O)(=O)c3ccc4c(c3)OCCO4)c(=O)[nH]c12
-8	CCN(CC)C(=O)c1cc(-c2ccc(Cl)cc2)on1
-76	CCc1ccc(NC(=O)C2CCCN(S(=O)(=O)c3ccc(Br)s3)C2)cc1 (stereo unspecified)
-1	CCOC(=O)N1CCC(c2cc(=O)n3[nH]c(-c4ccccc4)cc3n2)CC1
-9	Cc1cc(C)nc(SCC(=O)Nc2ccc(N3CCOCC3)c(Cl)c2)n1
-15	CCC1CCCCN1S(=O)(=O)c1ccc2[nH]c(=O)cc(C(=O)NCc3ccc(C)cc3)c2c1 (stereo unspecified)
-12	Nc1c(C(=O)Nc2ccc([N+](=O)[O-])cc2)sc2nc3c(cc12)CCC3

Not a retest: entries from further up.
14-3-3 PPI	SMILES
-1	CC1=NN(C(=O)C2c3ccccc3Oc3ccccc32)C(O)(C(F)(F)F)C1 (stereo unspecified)
-11	CN(C)S(=O)(=O)N1CCN(S(=O)(=O)N(C)C)CC1

Returning to the listing with the two entries that preceded the break.
14-3-3 PPI	SMILES
-15	CCC1CCCCN1S(=O)(=O)c1ccc2[nH]c(=O)cc(C(=O)NCc3ccc(C)cc3)c2c1 (stereo unspecified)
-12	Nc1c(C(=O)Nc2ccc([N+](=O)[O-])cc2)sc2nc3c(cc12)CCC3
-6	O=C1c2[nH]nc(-c3ccccc3)c2C(c2ccc([N+](=O)[O-])cc2)N1c1ccccc1 (stereo unspecified)
-5	COCCOC(=O)C1=C(C)NC2=C(C(=O)CC(c3ccccc3Cl)C2)C1c1ccc(O)c(OC)c1 (stereo unspecified)
-4	O=C(NCCCN1CCCC1=O)c1ccc(CNS(=O)(=O)c2ccc(F)cc2)cc1
-7	CCCOC(=O)C1=C(C)NC2=C(C(=O)CC(c3ccccc3OC)C2)C1c1ccc(OC)c(Br)c1 (stereo unspecified)
-4	Cc1cc(C)n2ncnc2n1
-6	Cc1ccc(Oc2ccc(NC(=O)c3ccc(Br)c([N+](=O)[O-])c3)cc2)cc1
-1	CCOC(=O)C1CCCN(C(=O)c2ccc3c(c2)OCO3)C1 (stereo unspecified)
8	O=C(O)C1CCCCC1C(=O)NCCc1cccc(Cl)c1 (stereo unspecified)
3	CCC(NC(=O)c1ccc(S(=O)(=O)N2CCOCC2)cc1)C12CC3CC(CC(C3)C1)C2 (stereo unspecified)
4	CC1=CC(C)C(C(=O)O)C(C(=O)O)C1 (stereo unspecified)
7	COc1ccccc1OCC(=O)Nc1c[nH]c(=O)[nH]c1=O
6	COc1ccc(NC(C)=O)cc1P(=O)(c1ccccc1)c1ccccc1
-1	Cc1cccc(NC(=O)c2cnn3cccnc23)c1
4	CC1(C)CC(NS(=O)(=O)c2ccccc2)CC(C)(C)N1
-1	COc1ccccc1CNC(=O)C1CCCN(S(=O)(=O)c2cnc[nH]2)C1 (stereo unspecified)
-1	N#Cc1cccc2c1-c1ccccc1C2=O
1	Cc1ccc([N+](=O)[O-])cc1S(=O)(=O)NCc1ccc2c(c1)OCO2
-5	Cn1c(C(=O)NCc2ccc3c(c2)OCO3)cc2sccc21
-8	Cn1c2ccccc2c2cnn(CC(=O)N3CCN(c4ncccn4)CC3)c(=O)c21
-8	Cc1ccc(C)c(CN2C(=O)CSc3ccc(C(=O)NCC(C)CN4CCC(C)CC4)cc32)c1 (stereo unspecified)
2	CC(C)CCN(C)C1CCN(S(=O)(=O)c2ccc(F)cc2)CC1
-10	CCn1c(SCC(=O)N2CCCCC2)nnc1-c1c[nH]c2ccccc12
-1	CCOCCOC(=O)C1=C(C)NC(=O)NC1c1ccccc1Br (stereo unspecified)
-3	COc1cccc(C=Cc2nc3ccccc3c(=O)n2-c2cc(Cl)ccc2C)c1OC
-5	COC(=O)C1C2C=CC3(CN(C4CCCC4)C(=O)C13)O2 (stereo unspecified)

Rewritten field by field: four of the compounds above.
O=C(NCCc1ccc2c(c1)OCCO2)c1cc2ccccc2o1
  14-3-3 PPI: -6
COc1ccccc1CNC(=O)C1CCCN(S(=O)(=O)c2cnc[nH]2)C1 (stereo unspecified)
  14-3-3 PPI: -1
COc1ccc(NC(C)=O)cc1P(=O)(c1ccccc1)c1ccccc1
  14-3-3 PPI: 6
COc1ccc(OC)c(C(O)c2coc3ccc(O)c(CN4CCOCC4)c23)c1 (stereo unspecified)
  14-3-3 PPI: 5

Reprinted at random: 2 entries already listed, in no set order.
14-3-3 PPI	SMILES
3	CCC(NC(=O)c1ccc(S(=O)(=O)N2CCOCC2)cc1)C12CC3CC(CC(C3)C1)C2 (stereo unspecified)
-7	O=C(O)CCC(=O)N1N=C(c2c(-c3ccccc3)c3cc(Cl)ccc3[nH]c2=O)CC1c1cccc([N+](=O)[O-])c1 (stereo unspecified)

Next compounds.
14-3-3 PPI	SMILES
-3	CCOC(=O)C1=C(C)N2C(=C(C#N)[C@@H]1c1ccc(C(=O)OC)cc1)SC[C@@]2(O)C(C)(C)C
9	O=C(NCc1ccccc1Cl)c1ccc([N+](=O)[O-])cc1Cl
-9	O=C1Nc2ccc(S(=O)(=O)NCc3ccco3)c3cccc1c23
-3	COc1ccccc1Nc1nc(C)c([N+](=O)[O-])c(Nc2ccccc2OC)n1
-14	Clc1ccc(-c2nnc3sc(-c4ccco4)nn23)c(Cl)c1
-1	Cc1c(NC(=O)Cc2ccc(F)cc2)c(=O)n(-c2ccccc2)n1C
-2	COc1cccc(C(=O)CC(=O)C(=O)Nc2ccccc2I)c1
-2	COc1cccc(N2CCN(C(=O)CN(C)S(=O)(=O)c3ccc4c(c3)CCC(=O)N4)CC2)c1
-4	CC(=O)c1cccc(N(CC(=O)N2CCOCC2)S(C)(=O)=O)c1
-52	Cc1ccc(N=Cc2cc(Cl)cc([N+](=O)[O-])c2O)c(O)c1
-1	Cc1cc(NC(=O)CSc2nc(CCC3CCCC3)nc3ccccc23)no1
-4	O=C(c1ccccc1)c1cc2ccccc2[nH]1
-4	CCOc1cc(S(=O)(=O)N2CCCCC2)ccc1Cl
5&-1	Cc1ccc(S(=O)(=O)C(F)(F)F)cc1NC(=O)c1cccnc1
-2	CCC(C)OC(=O)C1=C(C)NC(=O)NC1c1ccc(OC)cc1 (stereo unspecified)
4	O=C(Cc1cc(=O)[nH]c(=O)[nH]1)N1CCN(C(=O)c2ccco2)CC1
-4	CCc1ccc2c(c1)C(NC(C)=O)C(=O)N2CC (stereo unspecified)
-6	COc1ccc(Oc2c(C)oc3c(CN(C)C)c(O)ccc3c2=O)cc1
-12	CCOc1ccc(C(=O)Nc2nc3ccc(OC)cc3s2)cc1[N+](=O)[O-]
-8	CCS(=O)(=O)n1nc(-c2ccco2)nc1SC
-4	O=C(NCC1CCCO1)C1c2ccccc2C(=O)N1C1CCCCCCC1 (stereo unspecified)
4	Cc1cc(=O)oc2c(C)c3occ(-c4ccccc4)c3cc12
-8	CCc1ccc(-n2nc3ccc(NC(=O)c4ccc(OC)c(OC)c4)cc3n2)cc1
0	COc1cc(Br)c(C2CC(=O)NC(C)=C2C(=O)OC2CCCC2)cc1OC (stereo unspecified)
-2	COc1ccc(Cn2c(=O)[nH]c3cc(C(=O)N4CCC(C(N)=O)CC4)ccc3c2=O)cc1
4	N#C/C(=C\c1ccc(O)c(O)c1)C(=O)NCCc1ccccc1

High-throughput results: PubChem BioAssay, Emory University Molecular Libraries Screening Center

An excerpt, so the mix of outcomes need not match the whole.
